# sEH activator = soluble epoxide hydrolase (human) activation; activation, % at 2 µM; purified human sEH enzymatic activity, activator screen; P34913; 0.04% of 91,000 active; in the data active = activation above about 37%; note: values of inactives mirror those of a sister screen read the other way
# Candida biofilm = kills Candida albicans biofilms. C. albicans biofilm + clotrimazole, Alamar Blue. inhibition, % at 6 µM. 0.14% of 85,000 active. AID 834;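 active = inhibition above 20%; inactive = inhibition below 20%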;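 note: preformed 24 hr biofilms exposed to compound for 48 hr; 0% = biofilm without compound and 100% = blank killed by clotrimazole plus chlorhexidine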
# sEH inhibitor = blocks human soluble epoxide hydrolase activity; recombinant human sEH enzymatic activity assay; inhibition, % at 2 µM; 0.34% of 91,000 active; AID 707; in the data active = inhibition above about 80%; note: values of inactives mirror those of a sister screen read the other way; many of its hits are not listed in these tables
# Smad3 inh = inhibitors of human Smad3 transcription factor binding; TR-FRET Smad3/Dy647-FoxH1 peptide binding, europium anti-His; inhibition, % at 25 µM; 0.29% of 88,000 active;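 active = compounds that reduce the energy-transfer binding signal between the protein and its labelled peptide by more than half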;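 note: 0% = Smad3 plus labelled peptide maximal FRET and 100% = peptide-only background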
# Target sequence (P84022 whole entry, looked up): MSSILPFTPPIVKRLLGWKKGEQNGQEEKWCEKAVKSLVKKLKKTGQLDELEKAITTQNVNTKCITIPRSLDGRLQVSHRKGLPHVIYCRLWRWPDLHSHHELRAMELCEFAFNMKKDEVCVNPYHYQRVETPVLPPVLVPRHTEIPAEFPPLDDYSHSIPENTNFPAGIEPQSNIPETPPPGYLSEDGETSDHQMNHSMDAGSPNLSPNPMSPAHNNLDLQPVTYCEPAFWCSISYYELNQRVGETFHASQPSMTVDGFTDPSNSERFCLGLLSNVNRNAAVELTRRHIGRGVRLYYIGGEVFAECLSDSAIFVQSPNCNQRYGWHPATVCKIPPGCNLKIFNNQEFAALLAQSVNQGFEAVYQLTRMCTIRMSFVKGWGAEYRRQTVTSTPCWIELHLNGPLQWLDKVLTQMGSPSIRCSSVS
# ERb SRC1 inh = blocks coactivator binding to human estrogen receptor beta. TR-FRET ER-beta LBD / SRC1-Cy5 peptide binding; receptor agonist-loaded with 1 µM estradiol. inhibition, % at 25.6 µM. 1.3% of 86,000 active;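 active = compounds whose percent inhibition of the receptor-coactivator binding signal exceeds about 50% in the single-dose screen, limit read from the data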;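 note: 0% = receptor plus peptide wells without compound and 100% = peptide-only wells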
# Target sequence (Q92731 whole entry, looked up, the tested form may be a part): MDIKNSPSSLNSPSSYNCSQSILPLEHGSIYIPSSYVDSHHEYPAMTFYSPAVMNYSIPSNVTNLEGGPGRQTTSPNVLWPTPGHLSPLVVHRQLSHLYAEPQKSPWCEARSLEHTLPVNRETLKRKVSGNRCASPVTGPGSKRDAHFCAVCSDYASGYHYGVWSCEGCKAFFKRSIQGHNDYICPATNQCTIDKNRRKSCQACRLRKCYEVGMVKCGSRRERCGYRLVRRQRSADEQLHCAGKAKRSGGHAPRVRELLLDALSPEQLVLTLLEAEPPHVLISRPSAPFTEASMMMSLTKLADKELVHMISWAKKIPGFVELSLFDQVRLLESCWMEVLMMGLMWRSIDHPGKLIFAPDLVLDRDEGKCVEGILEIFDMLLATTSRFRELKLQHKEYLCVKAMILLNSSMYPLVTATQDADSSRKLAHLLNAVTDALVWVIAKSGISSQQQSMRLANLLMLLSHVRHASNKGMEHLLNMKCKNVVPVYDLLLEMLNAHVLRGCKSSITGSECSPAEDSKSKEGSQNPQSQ
# ERa coact pot = enhances coactivator binding to human estrogen receptor alpha; TR-FRET ERalpha-LBD/SRC-Cy5 coactivator binding, 2 h; 100 = basal binding, no effect; coactivator binding (% of control), % at 25.6 µM; 1.3% of 86,000 active; in the data active = activity above about 200%;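 note: binding measured in presence of low estradiol as agonist stimulus; 0% = peptide alone without receptor and 100% = receptor with peptide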
# MT1-MMP txn act = activates MT1-MMP transcription; 0.16% of 86,000 active; activation factor at 10 µM; HT1080 MT1-MMP promoter luciferase reporter, luminescence, overnight; active compounds read high;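 active = activation factor of at least 2 for MT1-MMP transcription at 10 µM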
# CD11b adhes inh = inhibitors of human CD11b/CD18 binding to fibrinogen; K562 CD11b/CD18 adhesion to fibrinogen, ATPlite luminescence; Mn2+ added to activate the integrin; inhibition, % at 10 µM; 0.54% of 93,000 active;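 active = primary inhibition of 50% or more at 10 µM, then 40% or more on retest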; note: some results filed as inactive read as strong as hits
# CD11b adhes enh = CD11b/CD18-fibrinogen binding enhancement. K562 CD11b/CD18 adhesion to fibrinogen, ATPlite luminescence. activation, % at 10 µM. 0.07% of 93,000 active;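 active = 10 µM primary screen giving 50% or more activity, confirmed by 40% or more on retest at that dose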; note: strong numbers were not always called active; reference of the scale not given here
# Numbers without * were called inactive; / = no result given; [ ] = another dose, or the depositor's remark.
SMILES,sEH activator,Candida biofilm,sEH inhibitor,Smad3 inh,ERb SRC1 inh,ERa coact pot,MT1-MMP txn act,CD11b adhes inh,CD11b adhes enh
COc1ccc2c(c1)c(C(=O)CN1CCOCC1)c(C)n2C,/,12,/,-5,9[fluorescence artefact?],110,1,-2,0
O=C(CCCn1c(=S)[nH]c2cc3c(cc2c1=O)OCO3)N1CCN(C2CCCCC2)CC1,-4,/,7,/,/,/,/,0,2
Cc1cc2c(nn1)CCC/C2=N\O,1,4,-1,-8,2,110,1,0,3
O=C(CN1C(=O)c2ccccc2S1(=O)=O)N1CCc2ccccc21,-4,2,7,6,0,97,0.7,-3,-1
COC(=O)n1c(=O)oc2ccccc21,-5,-1,6,-5,-2[fluorescence artefact?],153,1.1,-16,-1
CCCCn1c(SCC(=O)Nc2cc(C)on2)nc2c1c(=O)n(C)c(=O)n2C,10,6,-8,-2,6,101,1,-4,-4
Cc1ccc(S(=O)(=O)c2c(N)n(NC(=O)C3CC3)c3nc4ccccc4nc23)cc1,7,8,-6,12,-4,88,0.9,-1,0
CCCC(=O)Nc1ccc(N2CCN(C(=O)c3cccs3)CC2)cc1,/,7,/,6,-7,120,1.1,-17,2
O=C1c2cccnc2C(O)N1Cc1ccccc1 (stereo unspecified),/,7,/,7,-10,114,1.1,-1,-4
CC(C)(C)c1[nH]nc2c1C(c1ccccc1OC(=O)N1CCOCC1)C(C#N)=C(N)O2 (stereo unspecified),10,5,-8,4,-2,113,1,/,/
O=C(CSc1nnc(-c2ccco2)n1CC1CCCO1)NC1CCCC1 (stereo unspecified),8,7,-8,-6,4,84,1,-31,-2
O=S(=O)(CCc1ccccc1)N1CCOCC1,/,8,/,5,-38[fluorescence artefact?],98,1.1,-9,-4
COCCN(C(=O)CCC(=O)Nc1ccccn1)C(C(=O)NCCC(C)C)c1ccc(OC)cc1 (stereo unspecified),12,3,-13,9[fluorescence artefact?],-8,108,1.2,3,1
CC(=O)NC(C)c1ccc(Cl)c(Cl)c1 (stereo unspecified),14,4,-14,11,4[fluorescence artefact?],119[fluorescence artefact?],1.1,-3,-2
COc1ccc(C2CC(c3cc(OC)ccc3OC)n3nnnc3N2)cc1 (stereo unspecified),2,-2,-2,-9,0,94,1.2,/,/
COc1ccc2nc(NC(=O)Cc3ccc(OC)c(S(=O)(=O)N4CCOCC4)c3)sc2c1,-13,6,12,2,-9,105[fluorescence artefact?],1.2,-20,-1
CCCCCC(=O)Nc1nc(C)c(-c2csc(Nc3cc(OC)ccc3OC)n2)s1,-27,/,28,/,/,/,/,-4,-4
O=C(O)c1cc2ccccc2n1-c1ccccc1,/,6,/,4,-3[fluorescence artefact?],98,1.1,9,-3
CCCCOC(=O)Nc1ccccc1C(N)=O,/,3,/,-4,-6,114,1.3,-17,-3
O=C(Nc1ccc(O)cc1C(=O)O)c1ccc2c(c1)C(=O)N(Cc1ccco1)C2=O,-2,4,4,8,54*,34,1.2,-45,14
CCCCn1c(SCC(=O)Nc2cc(C)on2)nc2ccccc2c1=O,-2,8,0,23[fluorescence artefact?],23[fluorescence artefact?],170[fluorescence artefact?],1.1,-60,10
CCCn1c(=O)[nH]c(=O)c2c1nc(-c1ccccc1)n2CCN1CCOCC1,2,0,-3,-3,-8,98,0.9,13,-4
CC1CCCN(C(=O)c2ccc(COc3ccccc3Br)cc2)C1 (stereo unspecified),8,/,-9,/,/,/,/,6,-4
Cc1cccc(N2CCN(C(=O)c3ccncc3)CC2)c1C,13,-3,-14,-14,-7[fluorescence artefact?],122,1.1,8,0
COc1nc(NCCC2=CCCCC2)nc(OC)n1,/,-3,/,5,0,101,0.9,4,4
Cc1ccc(Cn2c(=O)n(Cc3ccco3)c(=O)c3ccccc32)cc1,/,0,/,-1,13[fluorescence artefact?],124[fluorescence artefact?],1.2,/,/
COc1ccc(CNC(N)=O)cc1OC,4,4,-4,0,11[fluorescence artefact?],93[fluorescence artefact?],1.1,-29,-4
COc1ccc(N=C2CCCN2CC(N)=O)cc1,0,/,0,/,/,/,1.2,-10,-1
COc1ccc(C2CC(=O)C=C(NCCC(C)C)C2)cc1 (stereo unspecified),2,13,4,9,4,94[fluorescence artefact?],1.3,/,/
CCN(CC)S(=O)(=O)c1cccc(C(=O)Nc2nncs2)c1,/,4,/,-4,-1,109,1.2,-6,-2
COC(=O)C1C(=O)/C(=C(/C)N2CCCC2)C(=O)CC1(C)C (stereo unspecified),-10,/,11,/,/,/,/,-2,2
Cc1ccc(-c2cn(S(=O)(=O)c3cccc4nsnc34)nc2N)cc1,-12,5,8,5,-3,95[fluorescence artefact?],1.2,6,7
COc1ccc(NC(=O)N2CCCC2C(=O)Nc2ccc(C)cc2)cc1 (stereo unspecified),-5,4,4,4,-9,123,1.1,5,-5
Cc1ccc2[nH]c(CCN(C)C)c(CC#N)c2c1,8,5,-7,-1,7[fluorescence artefact?],98,1.2,3,-3
Cc1ccc(NC(=O)c2sccc2-n2cccc2)c(C)c1,8,6,-10,1,0,85,1,-5,-7
Cc1cc(C)n(-c2nc(N(C)C)nc(N(C)C)n2)n1,8,1,-5,6,-11,102,1.1,/,/
COc1ccc(OC)c(NC(=O)C(CC(C)C)NC(=O)C2CCCCC2)c1 (stereo unspecified),/,10,/,-1,-4[fluorescence artefact?],109,1.2,-6,-1
O=C(c1cc2ccccc2oc1=O)N(Cc1cccs1)Cc1ccccc1Cl,5,6,-9,0,12,102,1.4,/,/
O=C(NCCc1ccccc1)C(c1cccs1)N(C(=O)c1csnn1)C1CC1 (stereo unspecified),/,8,/,1,-4,118,1.1,-6,-5
COc1ccc(N(CN2C(=O)C3C4C=CC(C4)C3C2=O)C(=O)c2ccco2)cc1 (stereo unspecified),/,4,/,-12,11[fluorescence artefact?],115,1.2,/,/

# 3 entries out of the list above, sorted by the number in Smad3 inh, falling:
SMILES	sEH activator	sEH inhibitor	Smad3 inh	ERb SRC1 inh	ERa coact pot	MT1-MMP txn act	CD11b adhes inh	CD11b adhes enh
Cc1cc(C)n(-c2nc(N(C)C)nc(N(C)C)n2)n1	8	-5	6	-11	102	1.1	/	/
COc1ccc(NC(=O)N2CCCC2C(=O)Nc2ccc(C)cc2)cc1 (stereo unspecified)	-5	4	4	-9	123	1.1	5	-5
COc1ccc(N(CN2C(=O)C3C4C=CC(C4)C3C2=O)C(=O)c2ccco2)cc1 (stereo unspecified)	/	/	-12	11[fluorescence artefact?]	115	1.2	/	/

# (cont.)
SMILES,sEH activator,Candida biofilm,sEH inhibitor,Smad3 inh,ERb SRC1 inh,ERa coact pot,MT1-MMP txn act,CD11b adhes inh,CD11b adhes enh
COC(=O)NC1(C(F)(F)F)NC(=O)N(C2CCCCC2)C1=O (stereo unspecified),2,4,1,7,-9,126,1,0,1
COc1cc(C(=O)NCCOc2ccccc2)c(Br)c(OC)c1OC,-8,/,10,/,/,/,/,-40,7
COc1ccc(C(C)(C)C)cc1S(=O)(=O)N1CCN(C)CC1,9,/,-3,-2,-1,99,1.1,-12,4
CCOc1ccc(S(=O)(=O)N2CCN(S(=O)(=O)c3ccc(OCC)cc3)C(C)C2)cc1 (stereo unspecified),/,-2,/,5,4,92[fluorescence artefact?],1.1,3,0
COc1ccccc1NC(=O)CN1CCCCC1,-19,-2,22,-4,-11,105,1.1,-4,-2
Cc1nc2c3ccccc3[nH]c(=O)n2n1,-5,8,5,-4,-1,107[fluorescence artefact?],1.2,/,/
CC(=O)CCc1ccc(OCCCCn2cncn2)cc1,-10,-2,12,-1,5,86,1.1,-5,-2
CN(CC(O)COc1ccc(S(=O)(=O)N2CCOCC2)cc1)C1CCCCC1 (stereo unspecified),5,4,-7,-3,78*,101,1.1,-4,-3
COc1ccc(N(CC(=O)NCc2ccccc2)S(=O)(=O)c2c(C)noc2C)cc1,/,0,/,1,-5,94,1.3,-6,0
CN(Cc1ccccc1)Cc1nc2c([nH]1)c(=O)n(C)c(=O)n2C,-3,7,3,1,-5,103,1,/,/

# Next section; it opens with the seven that closed the last part.
SMILES,sEH activator,Candida biofilm,sEH inhibitor,Smad3 inh,ERb SRC1 inh,ERa coact pot,MT1-MMP txn act,CD11b adhes inh,CD11b adhes enh
CCOc1ccc(S(=O)(=O)N2CCN(S(=O)(=O)c3ccc(OCC)cc3)C(C)C2)cc1 (stereo unspecified),/,-2,/,5,4,92[fluorescence artefact?],1.1,3,0
COc1ccccc1NC(=O)CN1CCCCC1,-19,-2,22,-4,-11,105,1.1,-4,-2
Cc1nc2c3ccccc3[nH]c(=O)n2n1,-5,8,5,-4,-1,107[fluorescence artefact?],1.2,/,/
CC(=O)CCc1ccc(OCCCCn2cncn2)cc1,-10,-2,12,-1,5,86,1.1,-5,-2
CN(CC(O)COc1ccc(S(=O)(=O)N2CCOCC2)cc1)C1CCCCC1 (stereo unspecified),5,4,-7,-3,78*,101,1.1,-4,-3
COc1ccc(N(CC(=O)NCc2ccccc2)S(=O)(=O)c2c(C)noc2C)cc1,/,0,/,1,-5,94,1.3,-6,0
CN(Cc1ccccc1)Cc1nc2c([nH]1)c(=O)n(C)c(=O)n2C,-3,7,3,1,-5,103,1,/,/
CCOc1ccc(S(=O)(=O)NCCSCc2ccco2)cc1,-13,1,13,6,-1,87,1.2,16,-2
CC1CCc2c(sc(NC(=O)c3ccc(Cn4cc([N+](=O)[O-])cn4)o3)c2C#N)C1 (stereo unspecified),-11,0,10,-3,64*,70[fluorescence artefact?],1.2,12,9
Cc1c(NC(=O)/C=C/c2cccs2)c(=O)n(-c2ccccc2)n1C,-8,/,6,/,/,/,/,-10,-5
O=S(=O)(N1CCOCC1)N1CCN(c2ccccc2F)CC1,6,0,-7,3,-5,94,1.1,-25,4
CCCN(c1ccc(OCC)cc1)c1ncnc2nc[nH]c12,/,1,/,-2,-8,95,1.1,-10,3
O=C1c2ccccc2C(=O)N1OCc1cccc(Cl)c1,7,-4,-3,6,-2,87,/,-3,-2
O=C(NCc1ccco1)C1CCCN(S(=O)(=O)c2ccccc2)C1 (stereo unspecified),4,11,-7,3,-7,100,1.1,-36,0
O=C(CN1CCN(Cc2ccccc2)C1=O)NCc1ccc(Cl)cc1,-4,5,3,6,-3,114,/,5,3
COc1ccc(C(=O)Nc2nc(N)n(-c3ccccc3)n2)cc1OC,/,5,/,18[fluorescence artefact?],-1,109,1.2,-3,2
Cc1cc(NCc2ccco2)n2c(nc3ccccc32)c1C#N,-3,/,4,/,/,/,1,-40,-6
COc1cc(C(=O)Nc2ccc(S(=O)(=O)N3CCCCC3C)cc2)cc(OC)c1OC (stereo unspecified),/,/,/,-18,-4[fluorescence artefact?],116,1.1,-4,-2
CCCOc1ccc(/C(O)=C2/C(=O)C(=O)N(CCN(C)C)C2c2ccc(O)c(OC)c2)cc1 (stereo unspecified),/,0,/,-17,-5[fluorescence artefact?],116,1,-1,3
CCCCN(CC)S(=O)(=O)c1ccc(C(=O)Nc2nnc(COC)o2)cc1,-12,4,14,-1,0,117,1.2,-2,-4

# Screening results deposited in PubChem by several laboratories.

# An excerpt; the hit share may differ from the screen's.
